# Screening results (PubChem)
# ELG1 genotoxic – induces genotoxicity in HEK293T cells with luciferase-tagged ELG1; HEK293T ELG1-luciferase reporter, luminescence, 16 h; Potency, µM (top dose mostly 46 µM), for the others: at the top dose activity change, positive = activation, actives largely listed as activators; 1.3% of 330,000 active; AID 504466; note: % of control where 0% means no effect; nearly all actives have a fitted effect of over 60% in size
#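 After overnight (16 hr) compound treatment at 37 °C, ELG1-luciferase HEK293T cells were lysed with ONE-Glo; luminescence quantified 30 min later at room temperature.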
# NPC1 promoter act – activates the NPC1 promoter; Huh7 NPC1 promoter luciferase reporter, 24 h; 2.4% of 320,000 active; Potency, µM (top dose mostly 9.22 µM), inactives show top-dose activation, most hits filed as activators; AID 485313;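 note: % of control where 0% means no effect; nearly all actives have a fitted effect of over 60% in size; reporter is driven by a mutant NPC1 promoter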
#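 Huh7 reporter cells (NPC1 promoter driving luciferase) are dosed with compound for 24 h at 37 °C, 5% CO2; luciferase detection reagent is then added and luminescence measured after 10 min at ambient temperature.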
# FLuc modulator – counter-screen for miR-21 project: firefly luciferase inhibitors or activators | AID 588342 | 6.9% of 360,000 active | purified FLuc, Km substrates, luminescence inhibition | Potency, µM (series often up to 57.5 µM), for inactives: at the highest dose activity change, negative = inhibition, hits mostly inhibitors | P08659;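 note: plate controls were vehicle for no effect and reference inhibitor for full effect; nearly all actives have a fitted effect of over 55% in size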
#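 Purified P. pyralis luciferase (10nM final) with 10uM D-luciferin and 10uM ATP (Km levels) in 50mM Tris acetate pH 7.5, 10mM Mg acetate, 0.01% Tween-20, 0.05% BSA; qHTS 6-point titration, ~60 µM downward; luminescence read.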
# MBNL1 CUG block – MBNL1-poly(CUG) RNA binding inhibition | Q9NR56 | TR-FRET MBNL1-His/biotin-(CUG)12 binding, 665/545 ratio | Potency, µM (titrated, usually from 57.5 µM), inactives show at the top dose activity change, negative = inhibition, most hits filed as inhibitors | 0.036% of 280,000 active; active = well fitted inhibition curve with a large enough effect in the signal ratio, with a control signal flat, not every such curve was filed as active; inconclusive = small, poorly fitted or top-dose-only effect, or effect the other way, or a change in a side signal; inactive = no such curve, though single readings can be large or run the other way; the % refers to the signal ratio; note: % is set by controls: 0 for no effect and ±100 for the full control effect
# Target sequence (Q9NR56 whole entry, looked up): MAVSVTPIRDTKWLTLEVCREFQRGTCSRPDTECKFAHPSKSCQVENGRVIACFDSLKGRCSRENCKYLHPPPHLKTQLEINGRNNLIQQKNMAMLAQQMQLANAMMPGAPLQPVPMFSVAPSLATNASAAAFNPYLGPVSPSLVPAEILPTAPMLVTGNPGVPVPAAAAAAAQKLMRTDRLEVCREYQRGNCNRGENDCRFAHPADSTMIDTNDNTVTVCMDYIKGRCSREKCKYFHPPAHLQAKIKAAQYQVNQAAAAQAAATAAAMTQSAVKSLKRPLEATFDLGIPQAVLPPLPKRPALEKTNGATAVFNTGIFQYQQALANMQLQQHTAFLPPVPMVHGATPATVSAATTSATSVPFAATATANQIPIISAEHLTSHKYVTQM
#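 MBNL1-His + Biotin-(CUG)12, cpd titration 92 nM–58 uM; Tb anti-His Ab 0.055 ng/ul, SA-XL665 5 nM (final); 60 min RT; ratiometric 665/545 nm, Ex 340 nm; normalized to buffer and full-complex controls.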
# uPA surface inh – inhibitors of cell surface uPA generation. cell surface uPA generation assay, qHTS. Potency, µM (top dose mostly 38.3 µM), inactives show at the top dose activity change, negative = inhibition, most hits filed as inhibitors. 0.31% of 330,000 active. AID 540303; active = well fitted inhibition curve with a large enough effect; inconclusive = small, poorly fitted or top-dose-only effect; inactive = no such curve, though single readings can be large or run the other way; tested in mouse RAW 264.7 cells; note: % is set by controls: 0 for no effect and ±100 for the full control effect; nearly all actives have a fitted effect of over 55% in size
# p53 reactivation – restores transcriptional activity of mutant p53. H1299 p53-A138V BP100-luciferase reporter, luminescence, 24 h. Potency, µM (doses to about 92.2 µM), inactives show at the top dose activity change, positive = activation, actives largely listed as activators. 0.063% of 320,000 active; note: % of control where 0% means no effect; nearly all actives have a fitted effect of over 45% in size
#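 H1299 (p53-null), stable ts p53-A138V + BP100-Luc; 1000 cells/well, Opti-MEM/10% FBS; cpd 4 pt, 1:5; 24 h, 37 deg C, 5% CO2; detection reagent 10 min RT; luminescence.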
# RORgamma inh – inhibitors of mouse ROR gamma transcriptional activity | 5.4% of 310,000 active | Potency, µM (top dose mostly 53.6 µM), for inactives: at the top dose activity change, negative = inhibition, most hits filed as inhibitors | Drosophila S2 Gal4-RORgamma UAS-luciferase reporter, 20 h | AID 2551 | P51450; note: % is set by controls: 0 for no effect and ±100 for the full control effect; nearly all actives have a fitted effect of over 60% in size
# Target sequence (P51450 whole entry, looked up, the tested form may be a part): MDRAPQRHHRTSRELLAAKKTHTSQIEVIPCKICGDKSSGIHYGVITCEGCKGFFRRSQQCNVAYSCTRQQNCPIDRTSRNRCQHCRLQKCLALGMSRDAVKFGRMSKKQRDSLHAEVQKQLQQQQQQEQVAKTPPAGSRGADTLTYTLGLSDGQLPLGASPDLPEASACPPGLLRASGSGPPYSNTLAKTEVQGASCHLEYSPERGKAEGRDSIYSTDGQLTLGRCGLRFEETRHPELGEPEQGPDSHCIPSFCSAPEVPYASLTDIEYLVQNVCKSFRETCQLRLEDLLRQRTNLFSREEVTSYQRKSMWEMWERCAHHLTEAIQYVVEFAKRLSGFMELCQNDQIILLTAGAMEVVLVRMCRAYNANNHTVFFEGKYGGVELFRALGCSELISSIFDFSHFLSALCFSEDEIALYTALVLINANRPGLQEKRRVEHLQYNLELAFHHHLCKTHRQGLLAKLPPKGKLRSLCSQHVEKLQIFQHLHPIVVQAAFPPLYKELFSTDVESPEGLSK
#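 Luminescence from a UAS-regulated Photinus luciferase reporter in stably transfected Drosophila Schneider cells is measured; decreased signal marks ROR gamma inhibition. Fusion expression is induced by 700 uM copper sulfate for 20 hr.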
# Rab9 prom act – activates the Rab9 promoter; Huh7 Rab9 promoter-luciferase reporter, luminescence, 24 h; Potency, µM (titrated, usually from 9.22 µM), for the others: at the top dose activation, negative = inhibition, actives largely listed as activators; 2.8% of 320,000 active; AID 485297; note: % of control where 0% means no effect; nearly all actives have a fitted effect of over 60% in size
#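 Huh7 reporter line, Rab9 promoter upstream of luciferase. Compound exposure 24 h at 37 °C in reduced-serum medium with 10% FBS. Read-out: luminescence.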
# VP16 counter – counter-screen for ROR gamma inhibitors: Gal4-VP16 reporter; Drosophila S2 Gal4-VP16 UAS-luciferase, luminescence, 20 h; Potency, µM (titrated, usually from 53.6 µM), for the others: at the top dose activity, negative = inhibition, most hits filed as inhibitors; 3.5% of 310,000 active;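 note: Gal4-VP16 expression switched on by copper sulfate through the metallothionein promoter; % is set by controls: 0 for no effect and ±100 for the full control effect; nearly all actives have a fitted effect of over 50% in size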
# BRCA1 expr up – increases BRCA1 expression; MCF7-BRCA1-FFLuc reporter, luminescence, 48 h; response scale: scaled: vehicle 0%, 10 µM genistein 100%; 1.1% of 380,000 active; Potency, µM (top dose mostly 46.1 µM), for the others: top-dose activation, usual class: activators; note: nearly all actives have a fitted effect of over 80% in size; some results filed as inactive show a strong effect at the top dose
#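 Quantitative HTS in MCF7 cells stably reporting BRCA1 expression via firefly luciferase. Compound treatment lasts 48 h at 37 °C in phenol-red free MEM. Activation is expressed relative to genistein at 10 microM and DMSO.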
# The depositor's hits bear a star; u = inconclusive; x = no result given; & = joins results of further samples; [ ] = dose if it differs, or a comment. Unless noted, calls come from the whole dose curve; as a rule, active = well fitted curve in the direction sought with a large enough effect; inconclusive = small, poorly fitted or top-dose-only effect, or another doubt; inactive = no such curve, though single readings can be large; an effect the other way counts as inactive or inconclusive. Potency is the fitted concentration of half-maximal effect.
# Results follow in this order: ELG1 genotoxic	NPC1 promoter act	FLuc modulator	MBNL1 CUG block	uPA surface inh	p53 reactivation	RORgamma inh	Rab9 prom act	VP16 counter	BRCA1 expr up
- O=C(Cn1c(-c2ccccc2)c[n+]2ccsc12)c1ccc([N+](=O)[O-])cc1
  2%	-3%	-4%	u	-8%	1%	89%	u	u	-15%
- Cc1ccnc2c1NC(=O)c1cccnc1N2C1CC1
  0%	-2%&-3%	1%&-3%	-2%&-14%	0%	-3%	-1%&13%&17%	-6%&-3%	0%&-13%&2%	5%
- CCOP(=O)(OCC)C(NC(=O)Nc1cccc(Cl)c1)c1ccccc1 (stereo not given)
  0%	-6%	2%	5%	-7%	-1%	17%	-7%	0%	4%
- Cc1ccccc1N1CCN(C2CCCN(C(=O)c3cnsn3)C2)CC1 (stereo not given)
  -1%	-5%	-2%	-3%	-1%	13%	-14%	1%	-1%	10%
- O=C(C1=C[C@H](C2CCCCC2)C[C@H](OCCCCO)O1)N1CCN(Cc2ccccc2)CC1
  0%	2%	-2%	7%	-8%	-3%	39%	-2%	4%	-21%
- CC(C)c1ccc(C(C)NCCS(=O)(=O)c2ccc(Cl)cc2)cc1 (stereo not given)
  -3%	-1%	-2%	-9%	-1%	-7%	u	4%	u	-18%
- CN(Cc1ccon1)C(=O)CC1C(=O)NCCN1CC(C)(C)C (stereo not given)
  0%	-4%	0%	-5%	5%	10%	11%	-5%	-13%	0%
- Cc1nn(-c2ccc(C(F)(F)F)cn2)c(C)c1Oc1ccccc1O
  4%	6%	u	-1%	2%	-2%	19%	-1%	3%	-1%
- COc1cc(OC)cc(C(=O)Nc2ncc3c(n2)CC(C)CC3=O)c1 (stereo not given)
  -1%	17%	2%	-2%	-6%	-4%	9%	5%	18%	-8%
- CC1CCCCC1NC(=O)CN(C)S(=O)(=O)c1cccc2cccnc12 (stereo not given)
  -4%	1%	6%	21%	2%	-4%	0%	0%	1%	22%
- CC(C)CN(C(=O)c1ccc([N+](=O)[O-])s1)c1c(N)n(Cc2ccccc2)c(=O)[nH]c1=O
  -1%	-1%	5%	x	-16%	3%	x	-6%	x	-57%
- CCOC(=O)c1c(NC(=O)CN2C(=O)NC3(CCCCC3)C2=O)sc(C)c1-c1ccc(C)cc1
  -4%	-3%	2%	23%	-10%	-3%	u	-6%	-29%	-74%
- O=C(NNC(=O)c1ccco1)c1csc(N2CCOCC2)n1
  0%	-1%	-1%	x	1%	1%	x	-2%	x	-8%
- Cn1ccc2c([N+](=O)[O-])cccc2c1=O
  -3%	-9%	0%	u	1%	7%	-4%	-6%	4%	1%
- O=C(OCC1CC(c2ccccc2)=NO1)c1ccc(Cl)cc1 (stereo not given)
  -1%	1%	-10%	2%	4%	17%	-1%	-6%	-3%	22%
- Cc1ccc(C(=O)Nc2cccc(C(F)(F)F)c2)cc1NC(=O)c1cnnc2ccccc12
  4%	-1%	0%	6%	7%	4%	11%	-6%	2%	-9%&-6%
- O=C(COC(=O)c1ccccc1Br)Nc1ccc2[nH]c(=O)[nH]c2c1
  4%	1%	3%	x	6%	-7%	x	-4%	x	-5%
- Cc1cc2[nH]c(=O)c(=O)[nH]c2cc1S(=O)(=O)N1CCC(C)CC1
  5%	-7%	7%	5%	-53%	x	-36%	-1%	0%	0%
- COc1ccc(OC)c(NC(=O)c2cccc(S(=O)(=O)N(Cc3ccccc3)c3ccccc3OC)c2)c1
  2%	-7%	3%	x	8%	-4%	6%	1%	-4%	-29%
- COc1cccc(-n2c(C)cc(/C=C3\C(=N)N4N=C(CC(=O)N5CCOCC5)SC4=NC3=O)c2C)c1
  1%	-1%	-8%	5%	-1%	-4%	8%	2%	-5%	1%
- CCn1nc2cc(C(=O)NCC34CC5CC(CC(C5)C3)C4)ccc2c1OC
  1%	-3%	-14%	3%	-18%	-3%	7.1µM*	-11%	u	-5%
- N#Cc1nc(COc2ccccc2)oc1NCCCn1ccnc1
  u	19%	u	4%	-6%	u	25%	26%	13%	49%
- CCOC(=O)c1ccc(N2C(=O)CC(N3CCN(Cc4ccccc4)CC3)C2=O)cc1 (stereo not given)
  -1%	-3%	3%	-3%	5%	-4%	-19%	-2%	-3%	-14%
- COCCCNC(=O)COc1cc2c(c3oc(=O)c(C)c(C)c13)CCC(C)(C)O2
  -1%	-4%	-3%	23%	-6%	-7%	-10%	u	-10%	-19%
- CS(=O)(=O)N1CCN(C(=O)c2cc(-c3ccncc3)nc3ccc(Cl)cc23)CC1
  x	x	0%	u	9%	x	0%	x	9%	-15%
- Cc1ccc(S(=O)(=O)N(CC(=O)Nc2cccc([N+](=O)[O-])c2)Cc2ccc(Cl)cc2)cc1
  -9%	0%	-2%	x	11%	6%	u	-1%	-13%	-60%
- N#Cc1ccc(-n2nccc2-c2cnc3n(c2=O)CCS3)cc1
  4%	7%	12%	-4%	2%	1%	2%	1%	-7%	20%
- CC(C)CCn1nnnc1C(c1ccccc1)N1CCN(C)CC1 (stereo not given)
  -4%	0%	13%	-2%	-2%	13%	39%	3%	6%	-14%
- COc1ccc(Br)cc1CNC(=O)C1CCN(S(=O)(=O)N2CCC(C)CC2)CC1
  -4%	-3%	3%	14%	-3%	-2%	u	-6%	5%	-38%
- CCCC(=O)NC(=S)Nc1cccc(NC(=O)c2ccc(Cl)cc2Cl)c1
  -5%	-4%	13µM*	17%	-5%	-15%	10µM*	-11%	u	-13%

# Brought forward from above: 2 compounds; new compounds follow.
# Results follow in this order: ELG1 genotoxic	NPC1 promoter act	FLuc modulator	MBNL1 CUG block	uPA surface inh	p53 reactivation	RORgamma inh	Rab9 prom act	VP16 counter	BRCA1 expr up
- COc1ccc(Br)cc1CNC(=O)C1CCN(S(=O)(=O)N2CCC(C)CC2)CC1
  -4%	-3%	3%	14%	-3%	-2%	u	-6%	5%	-38%
- CCCC(=O)NC(=S)Nc1cccc(NC(=O)c2ccc(Cl)cc2Cl)c1
  -5%	-4%	13µM*	17%	-5%	-15%	10µM*	-11%	u	-13%
- O=C(CC(=O)NN=C1CCCC1)NCCc1ccccc1
  3%	-2%	4%	-2%	1%	-5%	-10%	-3%	0%	-3%
- O=C(CCC(F)(F)F)N1CCCC(CO)(CCc2ccccc2)C1 (stereo not given)
  0%	0%	0%	0%	-10%	x	2%	1%	-9%	-10%
- O=C(NC1CCCC1)c1ccc2nc(-c3ccco3)c(-c3ccco3)nc2c1
  -4%	0%	13µM*	u	3%	21%	20%	7%	1%	-2%
- O=Nc1ccc(NOC(=O)c2ccccc2Br)cc1
  1%	7%	0.24µM*	x	2%	u	u	0%	u	0%
- C=CCn1c(SCC(C)=O)nc2scc(-c3ccco3)c2c1=O
  3%	4%	-10%	6%	-8%	-16%	u	1%	u	-2%
- CCSc1cc(C)nc2c(-c3ccc(Cl)cc3)c(C)nn12
  1%	-3%	-1%	0%	x	0%	-4%	-1%	1%	-2%
- COc1ccccc1N(C)S(=O)(=O)c1ccc(C(=O)NCc2ccc3c(c2)OCO3)cc1
  -20%	4%	-2%	-3%	9%	-2%	-7%	-1%	5%	-3%
- COCc1[nH]c(=S)[nH]c(=O)c1C
  0%	-5%	4%	3%	1%	-1%	0%	-5%	7%	-13%
- Cc1ccc2oc(=O)c(/C=C(\O)c3cccs3)nc2c1
  1%	0%	-2%	-3%	-8%	u	u	3%	u	u
- Cc1cccc(C)c1OCc1cc(C(=O)N(C)CCc2ccccn2)no1
  1%	1%	4%	-1%	-2%	-10%	28%	0%	-29%	-10%
- CN(C[C@H](Cc1ccccc1)N(C[C@@H](Cc1cccc2ccccc12)N(CCc1ccccc1)N=O)N=O)N=O
  -4%	4%	-1%	4%	20%	4%	14%	11%	-8%	-19%
- O=C1c2ccccc2NC2(CCCC2)N1NS(=O)(=O)c1ccccc1
  -9%	-5%	5%	-11%	-3%	1%	0%	-9%	-13%	5%
- COc1ccc(C)cc1S(=O)(=O)Nc1cc2c3c(c1)CC(=O)N3CCC2
  6%	-2%	0%	x	-5%	-3%	x	1%	x	-27%
- COc1ccc(S(=O)(=O)N2CCC(C(=O)NCc3ccncc3)CC2)cc1Cl
  0%	3%	1%	-3%	-11%	-2%	24%	0%	-8%	-15%
- O=C(Nc1ccc(OC(F)F)c(Cl)c1)c1cccc(OC(F)F)c1
  -8%	12%	19µM*	-7%	x	19%	-10%	20%	0%	19%
- Cc1c(C(=O)N2CCCCC2)c(S(=O)(=O)NCCc2ccc(S(N)(=O)=O)cc2)c(C)n1C
  1%[9.26 µM]	-5%	0%	-7%	5%	0%	-22%	1%	1%	0%
- CN1CCN(CCCNC(=O)c2ccc(Cn3c(=S)[nH]c4ccc(Br)cc4c3=O)cc2)CC1
  3%	-2%	-5%	-2%	-4%	-2%	7%	-1%	1%	-28%
- COCC(=O)Nc1ccc(Nc2ccccc2)cc1
  1%	0%	u	3%	-4%	-1%	32%	9%	10%	17%
- CCCC(c1nnnn1Cc1ccco1)N1CCN(c2ccccc2)CC1 (stereo not given)
  -3%	0%	-2%	2%	6%	0%	-39%	-7%	21%	0%
- COc1ccccc1CNC(=O)C1CCC(=O)N(CCCN2CCCC2=O)C1 (stereo not given)
  1%	-1%	0%	-3%	2%	-4%	-1%	-1%	6%	1%
